# High-throughput results deposited in PubChem by National Center for Advancing Translational Sciences (NCATS).
# Pol iota inh: inhibitors of human DNA polymerase iota. Q9UNA4. Pol iota fluorescent replication assay, 10 min. Potency, µM (series often up to 115 µM), for the others: at the highest dose activity, negative = inhibition, usual class: inhibitors. actives 1% (n = 390,000). AID 588590
# Target sequence (Q9UNA4 whole entry, looked up): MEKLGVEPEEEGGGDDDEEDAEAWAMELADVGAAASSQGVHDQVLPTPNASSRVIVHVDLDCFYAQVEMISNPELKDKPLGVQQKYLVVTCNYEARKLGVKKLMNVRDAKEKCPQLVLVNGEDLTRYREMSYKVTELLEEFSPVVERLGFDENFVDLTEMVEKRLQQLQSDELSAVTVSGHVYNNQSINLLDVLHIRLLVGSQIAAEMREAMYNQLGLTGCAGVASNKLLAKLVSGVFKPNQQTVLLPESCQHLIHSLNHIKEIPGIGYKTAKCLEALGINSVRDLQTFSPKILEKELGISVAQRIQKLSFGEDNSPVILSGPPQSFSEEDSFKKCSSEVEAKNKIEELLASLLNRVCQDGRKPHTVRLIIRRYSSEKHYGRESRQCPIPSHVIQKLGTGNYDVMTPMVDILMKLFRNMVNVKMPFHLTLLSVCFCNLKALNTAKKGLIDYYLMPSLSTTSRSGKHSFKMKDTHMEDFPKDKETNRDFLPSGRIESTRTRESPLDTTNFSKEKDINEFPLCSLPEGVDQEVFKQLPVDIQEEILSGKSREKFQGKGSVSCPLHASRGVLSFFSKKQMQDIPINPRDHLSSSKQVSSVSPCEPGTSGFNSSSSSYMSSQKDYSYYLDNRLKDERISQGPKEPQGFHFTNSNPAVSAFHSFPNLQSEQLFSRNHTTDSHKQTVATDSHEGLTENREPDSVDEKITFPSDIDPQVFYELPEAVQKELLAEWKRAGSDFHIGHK
#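 Fluorescent replication assay read twice, at 0 min and 10 min after adding 50 nM (final) substrate. Enzyme (10 nM) and compounds were first incubated 15 min at room temperature; enzyme-free buffer wells were negative controls.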
# Pol eta inh: blocks human DNA polymerase eta activity; recombinant Pol eta, fluorescent DNA replication assay; actives 1.2% (n = 390,000); Potency, µM (series often up to 114 µM), inactives show at the top dose activity change, negative = inhibition, most hits filed as inhibitors; AID 588591; also: % is scaled to controls: 0 for no effect and ±100 for the full control effect
#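 Fluorescent replication assay: 50 nM final substrate added after a 15 min room-temperature compound preincubation with 10 nM enzyme. Signal taken at 0 min and again at 10 min.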
# POLB inh: blocks human DNA polymerase beta activity. P06746. Pol beta primer extension/strand displacement, fluorescence kinetic. Potency, µM (series often up to 114 µM), for the others: at the top dose activity change, negative = inhibition, actives largely listed as inhibitors. actives 1.3% (n = 340,000); also: % is scaled to controls: 0 for no effect and ±100 for the full control effect
#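 Values derive from four-parameter Hill fits of normalized kinetic data: reads at 0 and 10 min following addition of 50 nM substrate to 10 nM Pol beta preincubated 15 min with compound.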
# POLK inh: inhibitors of human DNA polymerase kappa; purified Pol kappa, fluorescent DNA synthesis assay, 10 min; Potency, µM (titrated, usually from 107 µM), for the others: at the top dose activity, negative = inhibition, most hits filed as inhibitors; actives 0.53% (n = 400,000); AID 588579; also: % is scaled to controls: 0 for no effect and ±100 for the full control effect
#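 Readout: fluorescence, taken kinetically at 0 and 10 min. Conditions: 10 nM Pol kappa, 15 min RT compound preincubation, 50 nM substrate final. Controls: enzyme-free buffer wells.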
# G9a block: blocks human histone lysine methyltransferase G9a; Q96KQ7; G9a H3K9 monomethylation, AlphaScreen, 2 h; Potency, µM (doses to about 102 µM), without a hit: top-dose activity, negative = inhibition, hits mostly inhibitors; actives 8.8% (n = 350,000); AID 504332; also: % is scaled to controls: 0 for no effect and ±100 for the full control effect; nearly all actives have a fitted effect of over 75% in size
#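 AlphaScreen detection with an anti-monomethyl H3K9 antibody quantified product after a 2 h room-temperature reaction containing 500 nM biotinylated H3K9 peptide, 20 µM SAM and 20 nM enzyme, which had been preincubated 15 min with compound.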
# APE1 inh: blocks human APE1 abasic DNA cleavage | Potency, µM (series often up to 65.8 µM), for the others: at the highest dose activity change, negative = inhibition, usual class: inhibitors | recombinant APE1, TAMRA/BHQ-2 abasic DNA cleavage fluorescence | AID 2517 | P27695 | actives 0.35% (n = 350,000);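 also: plate controls were vehicle for no effect and reference inhibitor for full effect; nearly all actives have a fitted effect of over 55% in size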
# Target sequence (P27695 whole entry, looked up): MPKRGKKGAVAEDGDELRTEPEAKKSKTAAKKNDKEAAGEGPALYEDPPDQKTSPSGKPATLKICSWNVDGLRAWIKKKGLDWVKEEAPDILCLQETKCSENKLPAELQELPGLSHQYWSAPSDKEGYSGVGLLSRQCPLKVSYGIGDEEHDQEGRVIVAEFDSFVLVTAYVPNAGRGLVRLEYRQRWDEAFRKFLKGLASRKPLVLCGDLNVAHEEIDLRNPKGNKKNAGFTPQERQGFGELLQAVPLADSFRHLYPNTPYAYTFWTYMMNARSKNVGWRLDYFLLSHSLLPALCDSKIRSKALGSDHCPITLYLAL
#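 Incision of a quenched TAMRA/BHQ-2 THF abasic-site duplex (50 nM) by 0.75 nM APE1, after 15 min compound preincubation, measured as fluorescence increase over three 60 s reads. Values normalized to buffer, DMSO and NSC13755 control wells.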
# Apoferritin bind: binds horse apoferritin like a general anesthetic; P02791; apoferritin/1-aminoanthracene competitive binding, fluorescence; Potency, µM (titrated, usually from 77.5 µM), for inactives: at the top dose activity change, negative = displacement, usual class: inhibitors; actives 0.074% (n = 350,000); AID 485281; also: % is scaled to controls: 0 for no effect and ±100 for the full control effect; nearly all actives have a fitted effect of over 20% in size
#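 Horse-spleen apoferritin (10 uM) in 50% saturated 1-aminoanthracene in PBS was incubated 10 min at room temperature with compound. Fluorescence (ex 380, em 535 nm) was normalized to free and bound 1-AMA, with concentration-response fitted by a four-parameter Hill equation.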
# BAZ2B block: BAZ2B (human) inhibition; Q9UIF8; AlphaScreen BAZ2B-H3K14Ac peptide displacement; Potency, µM (titrated, usually from 114 µM), for the others: at the highest dose activity change, negative = inhibition, hits mostly inhibitors; actives 4.4% (n = 360,000); AID 504333; also: % is scaled to controls: 0 for no effect and ±100 for the full control effect; nearly all actives have a fitted effect of over 60% in size
#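 Multi-concentration screen (max 110 uM) measuring displacement of acetylated histone H3 peptide from BAZ2B by AlphaScreen, using 50 nM protein, 50 nM peptide and 10 ug/mL streptavidin donor plus Ni-chelate acceptor beads.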
# BLM inh: Bloom syndrome helicase (human) inhibition; Potency, µM (titrated, usually from 56.1 µM), for the others: at the highest dose activity change, negative = inhibition, hits mostly inhibitors; P54132; actives 0.2% (n = 350,000); recombinant BLM DNA unwinding, fluorescence dequenching;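 also: plate controls were vehicle for no effect and no enzyme for full effect; nearly all actives have a fitted effect of over 35% in size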
# Active calls of the source: *; ? = inconclusive; . = not tested or not shown; [ ] = another dose, or the depositor's remark. Calls follow the shape of the dose curve; as a rule, active = well fitted curve in the direction sought with a large enough effect; inconclusive = small, poorly fitted or top-dose-only effect, or another doubt; inactive = no such curve, though single readings can be large; an effect the other way counts as inactive or inconclusive. Potency is read from the fitted curve at half-maximal effect.
# Labels used below: A = Pol iota inh; B = Pol eta inh; C = POLB inh; D = POLK inh; E = G9a block; F = APE1 inh; G = Apoferritin bind; H = BAZ2B block; I = BLM inh
Cc1cccnc1NC(=O)c1ccc2c(c1)OCCO2
  A: 26.9%; B: 1.2%; C: .; D: -6.0%; E: 0.0%; F: 8.8%; G: .; H: 13.2%; I: .

COc1cccc(NS(=O)(=O)Cc2ccccc2)c1
  A: 23.5%; B: -0.1%; C: 20.3%; D: 7.5%; E: ?; F: 0.0%; G: ?; H: 2.6%; I: -0.8%

COc1ccccc1NC(=O)CSc1nnc(CC(=O)Nc2cccc(C(F)(F)F)c2)n1C
  A: 46.3%[activator]; B: -23.2%; C: 10.4%; D: -6.6%; E: -5.2%; F: 2.5%; G: -4.4%; H: ?; I: -1.1%

Cc1ccc(NS(=O)(=O)c2ccc(C(=O)N3CCOCC3)cc2)cc1
  A: 9.0%; B: -9.7%; C: .; D: -12.1%; E: -24.8%; F: 25.6%; G: .; H: -1.2%; I: .

CCN(C(=O)COc1nc(C)cc(C)c1C#N)c1ccccc1
  A: 141.2%[activator]; B: 8.5%; C: 2.3%; D: 0.5%; E: 14.7%; F: 14.4%; G: -8.9%; H: 5.1%; I: -0.3%

O=C(O)c1ccc(NCc2nc3ccccc3n2Cc2ccccc2F)cc1
  A: 8.9%; B: 13.3%; C: -2.0%; D: 5.7%; E: 12.8%; F: -1.2%; G: -10.5%; H: -12.3%; I: 3.2%

COc1cc(CNc2nc3ccccc3s2)cc(OC)c1OC
  A: -1.6%; B: -9.6%; C: 86.0%; D: -10.9%; E: 19.6%; F: -0.8%; G: -5.9%; H: -20.0%; I: -4.2%

COCC1CCN(C(=O)c2oc3c(F)cccc3c2C)C1 (configuration not stated)
  A: 32.3%[activator]; B: -21.2%; C: -9.9%; D: 3.0%; E: ?; F: 25.6%; G: ?; H: -14.1%; I: -2.3%

CCOC(=O)c1cc(-c2ccc(OC)c(S(=O)(=O)NC3CCCCC3)c2)on1
  A: 22.1%; B: -21.4%; C: ?; D: -20.5%; E: 1.9%[59 µM]; F: .; G: ?; H: -5.2%; I: -7.3%

CC(=O)N1CCN(c2ccc(NC(=O)c3ccc4c(c3)OCCO4)cc2)CC1
  A: 6.7%; B: 1.4%; C: 0.7%; D: 1.6%[60.1 µM]; E: ?; F: 0.1%; G: -3.9%; H: 5.6%; I: -3.5%

Cc1cc(C)cc(NC(=O)N(C)Cc2ccccc2)c1
  A: 16.5%; B: -17.8%; C: 0.8%; D: 1.2%; E: 33.5%; F: 7.9%; G: -16.1%; H: 4.5%; I: 6.5%

O=C1c2ccccc2C(=O)N1CCc1nc(-c2ccncc2)no1
  A: 14.3%; B: -9.4%; C: 1.7%; D: -9.2%; E: -6.2%; F: 3.5%; G: -9.6%; H: 8.0%; I: -0.7%

CCc1noc(C)c1C(=O)Nc1ccc(F)c(F)c1
  A: 49.3%[activator]; B: -9.2%; C: .; D: -12.8%; E: ?; F: -0.1%; G: .; H: -3.2%; I: .

O=C1CCCc2ccccc2N1Cc1ccccc1Cl
  A: 1.0%; B: -15.1%; C: 1.9%; D: -6.6%; E: 8.9%[2.33 µM]; F: 21.2%; G: ?; H: -6.3%; I: -2.4%

COc1ccc2c(c1OC)C(=O)OC2Nc1ncc(Br)cc1Br (configuration not stated)
  A: 19.5%; B: -3.2%; C: 0.6%; D: -4.1%; E: -5.1%; F: 1.8%; G: -21.6%; H: 2.1%; I: 0.4%

NS(=O)(=O)c1ccc(NC(=O)CN2C(=O)c3ccccc3C2=O)cc1
  A: 10.2%; B: -15.7%; C: -18.7%; D: -20.4%; E: 13.1%; F: 3.3%; G: -3.2%; H: -22.3%; I: -0.4%

CC1=C(C(=O)N2CCOCC2)C(c2ccc(OC(F)F)cc2)NC(=S)N1c1ccccc1 (configuration not stated)
  A: 210.7%[activator]; B: -17.2%; C: -14.6%; D: -1.0%; E: -49.2%; F: 1.7%; G: -4.6%; H: -19.1%; I: -0.9%

COC(=O)c1ccc(NC(C)C(=O)OC)c([N+](=O)[O-])c1 (configuration not stated)
  A: 14.9%; B: -13.1%; C: 13.3%; D: -10.2%; E: -2.5%[59 µM]; F: 0.3%; G: 4.4%; H: -3.3%; I: 0.1%

CN1CCN(CC(=O)N/N=C\c2c[nH]c3ccccc23)CC1
  A: .; B: .; C: 1.5%; D: .; E: 15.8µM*; F: 3.1%; G: -1.9%; H: -33.9%; I: 1.1%

COC(=O)c1ccc(C(=O)NC2CCCc3c2cnn3-c2cc(F)cc(F)c2)nc1 (configuration not stated)
  A: 15.7%; B: -24.0%; C: 57.9%; D: -5.4%; E: .; F: 5.7%; G: -2.9%; H: -0.7%; I: -7.1%

Cc1ccc2c(c1)c1c(n2CC(O)Cn2nc(C)c(Br)c2C)CCCC1 (configuration not stated)
  A: 3.0%; B: -13.9%; C: -1.8%; D: -3.9%; E: 5.1%[12.7 µM]; F: 2.2%; G: -4.6%; H: ?; I: 4.0%

O=[N+]([O-])c1ccccc1Oc1ncccc1[N+](=O)[O-]
  A: 12.0%; B: -24.9%; C: -24.6%; D: -0.7%; E: -42.5%; F: -6.9%; G: ?; H: -32.4%; I: -2.7%

CN(C(=O)COC(=O)/C=C/c1cccs1)C1CCCCC1
  A: -12.6%; B: -8.5%; C: .; D: -8.4%; E: .; F: 40.4%; G: .; H: .; I: .

CCOC(=O)C1=C(C)NC(=S)NC1c1ccc(OC(=O)c2ccco2)cc1 (configuration not stated)
  A: 8.7%; B: -19.0%; C: 17.5%; D: -13.0%; E: ?; F: 13.0%; G: 5.7%; H: -33.5%; I: -1.8%

CC(C)Cn1c(SCC(=O)N2CCCCC2)nc2ccccc2c1=O
  A: 15.2%; B: 8.7%; C: 14.5%; D: -16.9%; E: 15.1%[59 µM]; F: 15.2%; G: -3.2%; H: -2.2%; I: 5.4%

# Next results:
# Labels used below: A = Pol iota inh; B = Pol eta inh; C = POLB inh; D = POLK inh; E = G9a block; F = APE1 inh; G = Apoferritin bind; H = BAZ2B block; I = BLM inh
C1CCN(Cc2nnnn2C2CCCC2)CC1
  A: 8.1%; B: -8.0%; C: -2.5%; D: -6.4%; E: -21.1%[59 µM]; F: -2.6%; G: 16.2%; H: 7.5%; I: 4.2%

COc1ccccc1N=C1SC(C(=O)Nc2ccc(F)cc2)CC(=O)N1C (configuration not stated)
  A: 1.7%; B: -11.7%; C: -13.8%; D: -4.8%; E: 14.0%[59 µM]; F: 5.6%; G: -13.0%; H: -2.4%; I: 0.8%

O=c1c(C(c2ccc(Cl)cc2)c2c(O)nc3n(c2=O)CCCS3)c(O)nc2n1CCCS2
  A: -13.5%; B: -0.9%; C: 3.4%; D: -21.0%; E: -48.2%; F: -3.0%; G: 5.1%; H: -15.6%; I: -8.3%

CC1CCN(C(=O)Nc2cccc(NC(=O)N3CCC(C)CC3)c2)CC1
  A: 8.0%; B: -19.7%; C: 1.9%; D: -11.1%; E: ?; F: -5.8%; G: ?; H: -16.9%; I: -3.3%

CC(C)C[C@H](N)c1nnc(SCc2ccc(Cl)cc2Cl)o1
  A: 1.1%; B: -3.5%; C: 22.7%; D: 6.8%; E: 20.4%[59 µM]; F: .; G: ?; H: -9.7%; I: -0.9%

CN1CCN(C(=O)C2CCN(c3ncc(C(F)(F)F)cc3Cl)CC2)CC1
  A: 11.2%; B: 2.0%; C: 34.9%; D: 3.6%; E: 29.5%[12.7 µM]; F: 1.8%; G: -19.1%; H: -2.7%; I: -5.4%

COc1ccccc1C(=O)COC(=O)c1c(-c2ccccc2)noc1C
  A: 22.1%; B: -16.8%; C: .; D: 3.1%; E: 54.2%[activator]; F: -9.9%; G: .; H: 43.8%[activator]; I: .

O=C(Nc1ccc(S(=O)(=O)N2CCCCCC2)cc1)C1CCCO1 (configuration not stated)
  A: ?; B: 15.5%; C: -16.4%; D: -24.1%; E: -16.6%[12.7 µM]; F: 3.0%; G: -6.6%; H: 3.5%; I: 0.9%

Cc1ccc2nc(N/N=C/c3ccco3)cc(C)c2c1
  A: 4.6%; B: -15.1%; C: -14.9%; D: 0.9%; E: ?; F: 1.1%; G: -6.8%; H: 44.7µM*; I: -0.9%

CC(C)N(Cc1c(O)ccc2c(=O)c(-c3ccc(Cl)cc3)coc12)C(C)C
  A: -27.5%; B: -2.6%; C: -11.1%; D: -16.3%; E: -11.1%[0.501 µM]; F: 7.3%; G: 5.6%; H: 7.3%; I: 0.6%

C=CCn1c(SCC(=O)Nc2sccc2C(N)=O)nc2ccccc2c1=O
  A: -18.7%; B: -1.5%; C: -14.9%; D: -1.0%; E: ?; F: 0.9%; G: -23.4%; H: -16.6%; I: -1.4%

CC(C)(CNC(=O)c1cccc(S(=O)(=O)Nc2ccc(Br)cc2)c1)N1CCOCC1
  A: 6.8%; B: -5.4%; C: .; D: -2.9%; E: ?; F: 5.7%; G: .; H: 8.0%; I: .

CCCCNC(=O)Nc1ccccc1Br
  A: 29.5%; B: -13.3%; C: 44.2%; D: -13.0%; E: 14.9%; F: -9.2%; G: -16.3%; H: 4.4%; I: -8.7%

NC(N)=Nc1nc(-c2ccccc2)c2ccccc2n1
  A: 25.2%; B: -10.9%; C: -22.6%; D: 7.0%; E: -23.6%; F: 1.1%; G: -22.8%; H: -14.4%; I: 202.2%[activator]

O=C(Nc1cccc2ccccc12)c1ccc([N+](=O)[O-])cc1
  A: 23.7%; B: -13.3%; C: 45.8%; D: 1.7%; E: .; F: -4.1%; G: -10.0%; H: -35.2%; I: -1.6%

O=C(Nc1ccc2ncccc2c1)c1cc(Cl)ccc1Cl
  A: 12.1%; B: -18.2%; C: 26.6%; D: -2.0%; E: -7.6%; F: 12.1%; G: -10.9%; H: -14.3%; I: -11.8%

CC(C)(C)OC(=O)NCCCCCNC(=O)c1[nH]cnc1C(=O)Nc1cccc(Cl)c1
  A: 4.8%; B: -2.4%; C: .; D: -11.9%; E: -2.0%[0.501 µM]; F: -8.5%; G: .; H: 12.0%; I: .

# 3 entries from above, ordered by the value under Pol eta inh, largest number first:
mol,Pol eta inh
Cc1cccnc1NC(=O)c1ccc2c(c1)OCCO2,1.2%
O=c1c(C(c2ccc(Cl)cc2)c2c(O)nc3n(c2=O)CCCS3)c(O)nc2n1CCCS2,-0.9%
C1CCN(Cc2nnnn2C2CCCC2)CC1,-8.0%

# Some of the compounds tested; rates above refer to the full screens.
